# Diaph inh CS – inhibits diaphorase or chemically oxidizes, flagging diaphorase assay artifacts; diaphorase resazurin-to-resorufin fluorescence, NADH, 16 min; bacterial (C. kluyveri) enzyme, not human; inhibition, % at 20 µM; 190,000 compounds, 0.69% hits; AID 1217;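 active = primary screen inhibition at 20 µM above a set limit, cut at about 50% in these data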;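 note: plate controls were DMSO with full reaction for no effect and wells lacking NADH for full effect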
#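 Test system: Clostridium kluyveri diaphorase enzyme / Quantity: diaphorase at 0.14 U/mL in enzyme working solution / Incubation: 16-min room-temperature incubation before reading / Benchmarks: NADH-free wells as positive control, DMSO-only neutral wells / Signal: resorufin fluorescence 544/590 nm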
# STAT1 act – activators of IFN-gamma induced STAT1 signaling | NIH 3T3 STAT1-luciferase reporter, luminescence; 100% = IFN-gamma alone, no compound | activation (% of control), % at 5.5 µM | 200,000 compounds, 2.6% hits | AID 932;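 active = activation above the screen-wide mean activation plus 3 SD, cut at about 130% in these data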;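 note: raw ratio to IFN-gamma control signal so 100% means no change and 0% no light; values of inactives mirror those of a sister screen read the other way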
# STAT3 act – increases IL-6 driven STAT3 reporter signal; 190,000 compounds, 0.91% hits; AID 871; U3A cells, IL-6 STAT3-luciferase reporter, luminescence; 100% = signal with IL-6 EC80 alone; activation (% of control), % at 5.6 µM;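 active = activation above the screen-wide mean of compound activation plus 3 SD, cut at about 130% in these data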;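 note: 0% = background luminescence of wells with medium and substrate only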
#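 Material: human STAT1-deficient U3A cells with stable STAT3-luciferase reporter / Probe or stimulus: IL-6 stimulus at 33 ng/mL final / Schedule: 1 h compound pre-exposure, 6 h IL-6 stimulation, 37 °C / Technique: luminescence / Read-out basis: percent of IL-6-only median luminescence / Control set: IL-6-only high control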
# APP transl inh – APP translation inhibition | SH-SY5Y APP 5'UTR-luciferase reporter, luminescence | 190,000 compounds, 0.82% hits | AID 1285 | inhibition, % at 2 µM;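 active = inhibition above a set limit, derived from the sample mean plus 3 SD, cut at about 45% in these data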; note: values of inactives mirror those of a sister screen read the other way
# Hsp70 activator – transcriptional activators of Hsp70 | HeLa Hsp70 promoter luciferase reporter, luminescence; scaled: vehicle 0, proteasome-inhibitor control 100% | 200,000 compounds, 0.04% hits | activation, % at 10 µM;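 active = activation above the mean across all tested compounds plus 3 SD, cutoff set per campaign, cut at about 5.5% in these data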;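 note: 100% = MG132 at 30 µM as the positive control and 0% = DMSO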
# STAT3 blocker – reduces IL-6 driven STAT3 reporter signal. U3A cells, IL-6 STAT3-luciferase reporter, luminescence; host cell line lacks STAT1. inhibition, % at 5.5 µM. 190,000 compounds, 0.89% hits. AID 862;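 active = inhibition above the mean inhibition across all screened compounds plus 3 SD, cut at about 44% in these data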;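 note: 0% = DMSO only wells and 100% = 100 µM nifuroxazide control wells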
# Diaphorase act – counter-screen for diaphorase-based assays: diaphorase activators and chemical reducers; Diaphorase/resazurin coupled assay, resorufin fluorescence, 16 min; stronger effect = higher value; 1 = vehicle wells, 0 = NADH-free wells; activation factor at 20 µM; 190,000 compounds, 0.005% hits; AID 1229;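 active = diaphorase activity raised at least twofold by the compound at 20 µM; inactive = activation factor below 2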
#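 Test system: Clostridium kluyveri diaphorase, purified enzyme. Buffer or medium: 50 mM HEPES pH 7.4 buffer plus MgCl2 and Tween 20. Also added: 0.114 mM NADH and 0.1 mM resazurin, final amounts. Dosing: compound 20 µM once, DMSO 1%. Schedule: 16 min enzyme reaction, ambient temperature. Detection: fluorescence of resorufin, 544 nm excitation, 590 nm emission.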
# G6PDH counter – inhibits Leuconostoc G6PDH, flagging false hits in G6PDH-based assays | inhibition, % at 5 µM | 200,000 compounds, 0.12% hits | Purified L. mesenteroides G6PDH, diaphorase/resazurin coupled fluorescence, 45 min; in the data active = inhibition above about 50%
# STAT1 inh – STAT1 signaling inhibition | NIH 3T3 STAT1-luciferase reporter, IFN-gamma, luminescence | inhibition, % at 5.5 µM | 200,000 compounds, 0.35% hits;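 active = inhibition above a set limit, the mean inhibition across all tested compounds plus 3 SD, cut at about 34% in these data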;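 note: 0% = IFN-gamma with DMSO and 100% = IFN-gamma with 300 µM nifuroxazide; values of inactives mirror those of a sister screen read the other way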
# TLR4-MyD88 BLA – blocks binding of human TLR4 to MyD88. O00206+Q99836. 200,000 compounds, 0.18% hits. inhibition, % at 8.4 µM. HeLa CL3-4 TLR4/MyD88 BLA complementation, FRET ratio. AID 861; in the data active = inhibition above about 25%;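 note: 0% = vehicle and 100% = reference inhibitor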
# * = called active by the depositor.
SMILES,Diaph inh CS,STAT1 act,STAT3 act,APP transl inh,Hsp70 activator,STAT3 blocker,Diaphorase act,G6PDH counter,STAT1 inh,TLR4-MyD88 BLA
O=C(Cn1cnc2ccccc2c1=O)c1ccc(Cl)cc1,-1,155*,95,-17,0.2,11,1,16,-59,-7
O=C(C1CCCCC1)N1CCN(c2ccccc2F)CC1,11,102,99,-8,-0.2,7,0.9,6,-2,2
O=C(CCc1nnc(COc2ccccc2)o1)NCCc1cccs1,41,105,101,-23,-0.1,4,0.6,12,-7,-8
CN1CCN(C(=O)c2cc3ccccc3oc2=O)CC1,-6,102,103,0,-0.2,-1,1.1,4,-2,4
O=C(O)c1cccc(NC(=S)N/N=C/c2ccccc2OCc2cccc(Br)c2)c1,57*,103,91,-12,-0.2,12,0.4,-6,-2,0
COC(=O)c1ccc(CNCC(=O)Nc2ccc(C(=O)OC)cc2)cc1,6,95,111,12,0.2,-16,0.9,16,5,-9
O=C1Nc2ccccc2C1(O)Cc1ccncc1 (configuration not stated),10,100,97,-4,-0.3,6,0.9,6,0,-4
CCCc1cc(=O)n2[nH]c(NCc3cccs3)nc2n1,-6,102,99,20,0.3,2,1.1,0,-4,9
CC(C)(NO)/C(=N/O)c1ccc(Br)cc1,-1,98,98,4,-0.2,9,1,-2,2,-2
N#C/C(=C\c1cccc(NC(=O)c2ccccc2Cl)c1)C(=O)NCCc1ccccc1,12,101,113,38,-0.1,-9,0.9,-18,-1,9
Cc1ccc(NC(=O)C(=O)NCCN2CCN(S(C)(=O)=O)CC2)cc1C,-12,96,96,0,-0.3,8,1.1,7,3,3
Cc1ccc2nc(SCC(=O)N3CCOCC3)[nH]c2c1,10,132*,102,-80,0.1,3,0.9,2,-35,11
Cc1cccc(Oc2cc(N)cc([N+](=O)[O-])c2)c1,26,108,107,5,0.2,-3,0.7,3,-8,5
COC(=O)C1=C(Nc2ccc(OC)cc2)C=C(C)C(C(=O)OC)C1c1ccc(C)cc1 (configuration not stated),15,94,104,1,0.0,0,0.9,8,6,8
Cc1c(C(=O)NCCSCc2ccccc2Cl)cccc1[N+](=O)[O-],14,101,102,-2,-0.4,5,0.9,-9,-1,1
COc1cccc2cccc(/C=N/n3cnnc3)c12,7,113,92,-19,-0.1,15,0.9,0,-12,-1
CCN1/C(=C2\OC(=S)N(C)C2=O)Sc2ccccc21,13,121,100,-1,0.1,5,0.9,10,-23,-5
CSc1snc(SCC(N)=O)c1C#N,9,99,108,-2,-0.2,-5,0.9,2,1,17
C=CCNC(=O)c1ccc(N(C)S(=O)(=O)c2ccc(OC)cc2)cc1,8,103,101,-12,-0.2,4,0.9,0,-3,-10
CC(=O)N1CCOCCOCCN(C(C)=O)CCOCCOCC1,-8,104,95,-8,-0.4,10,1.1,8,-6,13
CCOC(=O)c1c(NC(=O)Cn2nnc3ccccc32)sc2c1CCC(C)C2 (configuration not stated),23,102,91,-3,0.2,16,0.8,5,-2,-7
Cc1cccc(CC(=O)N2CCN=C2SCc2ccc([N+](=O)[O-])cc2)c1,11,91,99,2,-0.3,-4,0.9,-8,10,7
CCN(CC)S(=O)(=O)c1ccc2c(c1)nc(SC(C)C(N)=O)n2-c1ccc(OC)cc1 (configuration not stated),21,120,98,9,-0.2,3,0.8,10,-21,-2
CCCc1sc(N)nc1-c1ccc(C)cc1,-1,104,98,-74,-0.3,6,1,-2,-4,-7
Cc1ccc2nc(SCc3nnc(-c4cccs4)o3)[nH]c2c1,21,100,100,-2,-0.2,5,0.8,4,0,20

# 14 entries already listed, ordered by formula weight, descending:
SMILES,Diaph inh CS,STAT1 act,STAT3 act,APP transl inh,Hsp70 activator,STAT3 blocker,Diaphorase act,G6PDH counter,STAT1 inh,TLR4-MyD88 BLA
O=C(O)c1cccc(NC(=S)N/N=C/c2ccccc2OCc2cccc(Br)c2)c1,57*,103,91,-12,-0.2,12,0.4,-6,-2,0
CCN(CC)S(=O)(=O)c1ccc2c(c1)nc(SC(C)C(N)=O)n2-c1ccc(OC)cc1 (configuration not stated),21,120,98,9,-0.2,3,0.8,10,-21,-2
Cc1c(C(=O)NCCSCc2ccccc2Cl)cccc1[N+](=O)[O-],14,101,102,-2,-0.4,5,0.9,-9,-1,1
C=CCNC(=O)c1ccc(N(C)S(=O)(=O)c2ccc(OC)cc2)cc1,8,103,101,-12,-0.2,4,0.9,0,-3,-10
COC(=O)c1ccc(CNCC(=O)Nc2ccc(C(=O)OC)cc2)cc1,6,95,111,12,0.2,-16,0.9,16,5,-9
O=C(Cn1cnc2ccccc2c1=O)c1ccc(Cl)cc1,-1,155*,95,-17,0.2,11,1,16,-59,-7
CCN1/C(=C2\OC(=S)N(C)C2=O)Sc2ccccc21,13,121,100,-1,0.1,5,0.9,10,-23,-5
O=C(C1CCCCC1)N1CCN(c2ccccc2F)CC1,11,102,99,-8,-0.2,7,0.9,6,-2,2
CCCc1cc(=O)n2[nH]c(NCc3cccs3)nc2n1,-6,102,99,20,0.3,2,1.1,0,-4,9
CC(C)(NO)/C(=N/O)c1ccc(Br)cc1,-1,98,98,4,-0.2,9,1,-2,2,-2
COc1cccc2cccc(/C=N/n3cnnc3)c12,7,113,92,-19,-0.1,15,0.9,0,-12,-1
CSc1snc(SCC(N)=O)c1C#N,9,99,108,-2,-0.2,-5,0.9,2,1,17
Cc1cccc(Oc2cc(N)cc([N+](=O)[O-])c2)c1,26,108,107,5,0.2,-3,0.7,3,-8,5
O=C1Nc2ccccc2C1(O)Cc1ccncc1 (configuration not stated),10,100,97,-4,-0.3,6,0.9,6,0,-4

# Some entries already given with just STAT1 inh:
canonical_smiles | STAT1 inh
COC(=O)C1=C(Nc2ccc(OC)cc2)C=C(C)C(C(=O)OC)C1c1ccc(C)cc1 (configuration not stated) | 6
COC(=O)c1ccc(CNCC(=O)Nc2ccc(C(=O)OC)cc2)cc1 | 5

# The list goes on.
SMILES,Diaph inh CS,STAT1 act,STAT3 act,APP transl inh,Hsp70 activator,STAT3 blocker,Diaphorase act,G6PDH counter,STAT1 inh,TLR4-MyD88 BLA
COc1ccc(/C=N/NC(=S)NCc2ccccc2)cc1OC,19,99,93,23,-0.2,6,0.8,11,1,-14
CCN(CCn1cccn1)Cc1ccccc1OCC(O)CN1CCc2ccccc2C1 (configuration not stated),-13,95,106,4,-0.1,-2,1.1,10,4,-5
Cc1nn(-c2cccc([N+](=O)[O-])c2)c(N)c1-c1ccccc1,11,142*,108,-50,0.0,0,0.9,3,-44,3
CC1CN(C(=O)/C=C/c2ccccc2[N+](=O)[O-])CC(C)O1 (configuration not stated),10,92,109,-13,0.6,-5,0.9,23,7,-9
O=c1[nH]c(/C(Cl)=C/c2cc(Cl)ccc2O)nc2cc(Cl)ccc12,12,101,91,15,-0.2,8,0.9,-22,-1,8
COc1ccc(CC(=O)OCC(=O)NCCc2ccccc2)cc1OC,10,95,85,17,-0.3,14,0.9,0,6,-12
Cc1ccc(C(=O)Nc2ccc(NC(=O)c3cccs3)cc2)cc1[N+](=O)[O-],-1,95,89,5,0.0,18,1,12,4,-13
O=C(O)C1CC(O)CN1C(=S)Nc1ccccc1 (configuration not stated),-5,100,104,11,-0.3,-4,1,1,-2,10
COc1cc(OC)cc(C(=O)NC(=S)Nc2ccc(NC(=O)c3ccco3)cc2)c1,13,99,97,0,0.4,6,0.9,1,2,-5
Cc1[nH]c(=O)[nH]c(=O)c1S(=O)(=O)N1CCCC(C(=O)NCc2ccco2)C1 (configuration not stated),11,90,105,10,-0.3,-7,0.9,-7,7,-2
O=C(Nc1ccc(F)cc1F)c1cc2n(n1)C(C(F)(F)F)C1CCCCC1N2 (configuration not stated),12,103,105,-34,-0.3,-6,0.9,-29,-3,-12
CC(=O)Nc1ccc(OCC(O)CN2CCN(c3cc(Cl)ccc3C)CC2)cc1 (configuration not stated),6,98,101,1,-0.4,2,0.9,14,2,0
Cc1ccc(C)c(NC(=O)CN(C)S(=O)(=O)c2ccc(F)cc2)c1,5,99,96,5,-0.3,9,0.9,-3,1,4
CCC(CC)NC(=O)COC(=O)c1ccc(OCC(=O)Nc2ccccc2OC)c(OC)c1,2,98,99,4,-0.2,9,1,1,2,6
NC(=O)CSc1ncnc2c1cnn2Cc1ccccc1,16,96,97,1,-0.2,12,0.8,0,1,0
CCN(CC)S(=O)(=O)c1csc(C(=O)OCC(=O)c2ccccc2)c1,6,99,93,1,-0.3,12,0.9,1,1,18
COc1ccc(OC)c(C(=O)CSc2nc3ncccc3[nH]2)c1,13,95,88,11,-0.2,19,0.9,9,7,17
[O-]/C(=C(\C(=S)Nc1ccccc1F)[n+]1ccccc1)c1ccc(-c2ccccc2)cc1,28,109,109,-6,-0.3,-3,0.7,-3,-11,7
O=C(N/N=C1\CCSc2ccc(F)cc21)c1cccnc1,5,98,99,-19,-0.3,9,1,10,0,-7
Cc1cc(C)cc(N(CC(=O)N2CC=C(c3ccccc3)CC2)S(=O)(=O)c2c(C)noc2C)c1,20,100,103,6,-0.4,2,0.8,9,0,-7
Cc1ccc(NC(=O)C2(c3ccccc3)CC2(Cl)Cl)cc1C (configuration not stated),10,108,104,-20,-0.3,2,0.9,6,-9,-5
